CHRM4 PAM: potentiates acetylcholine response at human M4 receptor; CHO-K1 hM4/Gqi5, Fluo-8 calcium fluorescence, ACh EC20; 0% = ACh EC20, 100% = maximal ACh; activation, % at 3 µM; actives 0.4% (n = 360,000); AID 624126;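 active means activation above its plate's cutoff, the mean activation of sample wells plus 3 SD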; further: some results filed as inactive read as strong as hits
CHRM5 PAM: potentiates acetylcholine response at human M5 receptor | P08912 | CHO-K1 hM5, Fluo-8 calcium, ACh EC20 PAM; 0% = ACh EC20, 100% = ACh EC100 | activation, % at 3 µM | actives 0.3% (n = 360,000) | AID 624038;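 active means activation above the run cutoff, the mean activation of all test compounds plus 3 SD, cut at about 18% in these data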
Target sequence (P08912 whole entry, looked up): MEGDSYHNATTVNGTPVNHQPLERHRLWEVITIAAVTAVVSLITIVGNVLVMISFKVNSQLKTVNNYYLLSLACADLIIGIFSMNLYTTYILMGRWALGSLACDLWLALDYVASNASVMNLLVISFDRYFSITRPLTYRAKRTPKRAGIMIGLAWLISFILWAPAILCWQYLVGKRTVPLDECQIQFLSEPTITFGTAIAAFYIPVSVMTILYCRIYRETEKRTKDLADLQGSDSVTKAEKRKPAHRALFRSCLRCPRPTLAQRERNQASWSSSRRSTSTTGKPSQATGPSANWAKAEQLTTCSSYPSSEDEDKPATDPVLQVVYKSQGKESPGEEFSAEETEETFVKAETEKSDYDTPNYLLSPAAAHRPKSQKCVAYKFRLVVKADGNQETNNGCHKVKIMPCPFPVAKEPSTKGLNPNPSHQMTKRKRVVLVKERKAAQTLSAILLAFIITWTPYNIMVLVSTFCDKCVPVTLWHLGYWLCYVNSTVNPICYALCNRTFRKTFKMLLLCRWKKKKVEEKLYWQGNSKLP
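System: CHO-K1 hM5 cells. Reagent: acetylcholine, EC20 level. Compound dosing: single dose, 3 µM nominal final test concentration. Timing: Post-acetylcholine fluorescence recording 140 s. Detection: Fluo-8 calcium fluorescence. Read-out: % activation, ACh-normalized. Benchmarks: ACh EC20 and EC100 wells. Repeats: singlicate, one well per test compound.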
CHRM1 antagonist: blocks human M1 muscarinic receptor. P11229. CHO-K1 hM1, Fluo-8 calcium fluorescence, ACh EC80 antagonist. inhibition, % at 3 µM. actives 1.3% (n = 360,000). AID 588852;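 active means percent inhibition above its own plate's cutoff, namely the mean of that plate's compound wells plus 3 SD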;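 further: peak over basal fluorescence ratio during 140 s after agonist addition; 0% = ACh EC80 plus DMSO and 100% = DMSO alone without agonist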
Target sequence (P11229 whole entry, looked up): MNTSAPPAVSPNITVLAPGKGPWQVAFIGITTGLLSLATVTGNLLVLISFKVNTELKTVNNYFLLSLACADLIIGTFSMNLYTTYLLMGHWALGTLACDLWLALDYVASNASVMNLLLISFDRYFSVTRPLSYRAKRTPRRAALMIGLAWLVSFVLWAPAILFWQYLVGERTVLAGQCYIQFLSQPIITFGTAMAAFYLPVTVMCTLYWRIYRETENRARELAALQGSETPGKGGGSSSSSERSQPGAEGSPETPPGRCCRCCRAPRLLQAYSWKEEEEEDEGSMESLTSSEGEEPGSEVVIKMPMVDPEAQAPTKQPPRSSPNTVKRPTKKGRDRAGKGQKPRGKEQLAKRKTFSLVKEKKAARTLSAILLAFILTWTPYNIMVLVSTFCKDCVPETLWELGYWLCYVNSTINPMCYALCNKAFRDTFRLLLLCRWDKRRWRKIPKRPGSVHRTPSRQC
CRFBP-R2 agonist: agonists of human CRF-binding protein/CRF-R2 receptor complex | activation, % at 13.2 µM | HEK293 CRF-R2/CRF-BP, calcium dye fluorescence (FLIPR); percent of saturating CRF peptide response | AID 588473 | actives 0.46% (n = 350,000);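 active means activation of at least 50%, plus an integration ratio under a set limit after plate pattern correction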;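 further: plate controls were neutral control wells without compound for no effect and CRF at EC100 for full effect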
M4 ag: CHRM4 agonism in calcium assay; P08173; activation, % at 3 µM; AID 624127; CHO-K1 hM4/Gqi5, Fluo-8 calcium fluorescence; vehicle 0%, full acetylcholine response 100%; actives 0.14% (n = 360,000);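 active means activation above the run mean over all test wells plus 3 SD, cut at about 32% in these data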;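 further: peak over basal fluorescence ratio per well then scaled between controls; 0% = DMSO wells and 100% = acetylcholine at EC100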
CHRM4 antagonist: CHRM4 antagonism in calcium assay; P08173; CHO-hM4 cells, ACh EC80, Fluo-8 calcium fluorescence; inhibition, % at 3 µM; actives 0.73% (n = 360,000);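 active means inhibition above its plate's cutoff, the mean inhibition of sample wells plus 3 SD, cut at about 27% in these data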;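 further: 0% = acetylcholine EC80 with DMSO and 100% = DMSO without agonist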
CHRM5 antagonist: blocks acetylcholine activation of human M5 receptor; P08912; CHO-hM5 cells, Fluo-8 calcium fluorescence, ACh EC80; inhibition, % at 3 µM; actives 0.59% (n = 360,000); AID 624040;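 active means inhibition above a per-plate cutoff, the mean of that plate's test compounds plus 3 SD, cut at about 27% in these data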;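 further: 0% = acetylcholine EC80 with DMSO and 100% = DMSO without agonist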
CHRM5 agonist: CHRM5 agonism in calcium assay | P08912 | CHO-K1 hM5 cells, Fluo-8 calcium fluorescence; 0% DMSO wells, 100% maximal acetylcholine response | activation, % at 3 µM | actives 0.19% (n = 360,000) | AID 624037;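 active means activation above the run's mean over test compounds plus 3 SD, cut at about 23% in these data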;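 further: signal is peak over basal fluorescence ratio across the kinetic read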
CHRM1 PAM: positive allosteric modulators of human M1 muscarinic receptor; P11229; actives 0.088% (n = 360,000); activation, % at 3 µM; CHO-K1 hM1, Fluo-8 calcium fluorescence, ACh EC20; 0% = ACh EC20, 100% = maximal ACh; in the data active means activation above about 19%, passing the limit was not always enough
* = called active by the depositor; . = not tested or not shown; + = active, no number.

| Structure | CRFBP-R2 agonist | CHRM4 PAM | CHRM4 antagonist | M4 ag | CHRM5 PAM | CHRM1 PAM | CHRM5 antagonist | CHRM5 agonist | CHRM1 antagonist |
| --- | --- | --- | --- | --- | --- | --- | --- | --- | --- |
| COc1ccc(Cc2c(Cl)ncnc2Cl)cc1 | -1.6 | -5 | 9 | -1 | -2 | 7 | 3 | -6 | -11 |
| NC(=O)C1CCN(C(=O)/C=C/c2cc(Br)ccc2F)CC1 | -3.2 | 4 | 8 | 2 | 9 | 2 | 2 | 6 | 3 |
| CC(=O)NC1CSCC1OC(C)=O (stereo not drawn) | -1.1 | -2 | 16 | 0 | 5 | 3 | -7 | 1 | -11 |
| COc1ccc(Cl)cc1C(=O)OCC(=O)N1CCCC(C)C1 (stereo not drawn) | -1.2 | 2 | 2 | 1 | 8 | 7 | 12 | -1 | -9 |
| Cc1ccc(CSCC(=O)NCc2ccc3c(c2)OCO3)cc1 | -1.6 | -4 | 0 | 0 | -3 | 6 | 4 | 0 | -6 |
| COc1ccc(OC)c(N=Cc2c(O)c3ccccc3oc2=O)c1 | 14 | 0 | -4 | 3 | 3 | 9 | 2 | 4 | -6 |
| CCOc1ccc(NC(=O)CSc2nc3ccsc3c(=O)n2CCC(=O)O)cc1 | 2.9 | -3 | 3 | 1 | 4 | -10 | 2 | -4 | 27 |
| O=c1c2ccccc2nc(COc2ccccc2)n1/N=C/c1cn[nH]c1-c1ccccc1 | 2.2 | -18 | 19 | 20 | -15 | -10 | 15 | 1 | 28* |
| CCCCN1C(=O)C(=O)N(CC(=O)Nc2cc(S(=O)(=O)N(C)C)ccc2C)C1=O | -0.4 | -8 | 2 | 0 | 8 | 0 | -6 | -1 | 5 |
| Cc1ccc(S(=O)(=O)NN2C(=O)c3ccccc3NC2c2ccccc2F)cc1 (stereo not drawn) | 0.2 | -5 | -2 | 1 | 2 | 2 | -7 | 1 | -5 |
| COc1cc(OC)c2c(-c3ccccc3)cc(=O)oc2c1C(CC(=O)N1CCCC1)c1ccc2c(c1)OCO2 (stereo not drawn) | 0.0 | -3 | 0 | 5 | -14 | -12 | 21 | -10 | 11 |
| CCOC(=O)CN(Cc1ccccc1)S(=O)(=O)c1ccc(NC(C)=O)cc1 | -1.4 | -3 | 9 | 6 | 0 | 0 | -8 | 2 | -2 |
| COc1ccccc1N1CC(O)=C(c2nc3ccccc3s2)C1=N | -3.4 | -4 | -9 | 3 | 2 | 6 | -11 | 6 | -2 |
| Cc1cccc(C)c1NC(=O)CNC(=O)CNC(=O)c1ccc2c(c1)OCO2 | 8.6 | 23* | -11 | 0 | -1 | 4 | 8 | 4 | 4 |
| CCCn1c(SCC(=O)NC23CC4CC(CC(C4)C2)C3)n[nH]c1=O | -1.8 | 15 | -4 | 1 | -1 | 0 | 9 | -1 | -3 |
| CC1Cc2ccccc2N1C(=S)Nc1cccc(S(=O)(=O)N(C)C)c1 (stereo not drawn) | -0.6 | -10 | -9 | 9 | -11 | -5 | 11 | 0 | 17 |
| O=C1c2ccccc2C(=O)C1c1ccc2ccccc2n1 | 0.4 | 21 | 0 | 1 | 6 | 18 | -13 | 2 | -17 |
| CCn1c(C)c(C(=O)O)c2cc(OC)c3ccccc3c21 | -1.2 | -1 | -2 | 1 | 7 | 12 | 2 | -3 | -17 |
| COc1cc(CNc2ncnc3c2ncn3[C@H]2CN(Cc3ccc4c(c3)OCO4)C[C@@H](CO)O2)cc(OC)c1OC | . | 1 | -23 | 16 | -10 | -9 | 1 | 3 | 2 |
| O=C(O)CCSCC(=O)c1ccc2c(c1)OCCO2 | -2.4 | 6 | -6 | 1 | 0 | 13 | -7 | 1 | -11 |
| Clc1ccc(-n2ncc3c(NCc4cccnc4)ncnc32)cc1Cl | 1.3 | -2 | 3 | 1 | 3 | 1 | 12 | -3 | -5 |
| CCN1C(=O)NC(c2ccccc2)(c2ccccc2)C1=O | 0.7 | 11 | 7 | 1 | 9 | 14 | -9 | 1 | -25 |
| O=C(CSc1ncn(-c2ccccc2)n1)Nc1nc(-c2ccccc2)cs1 | 3.6 | 1 | -9 | 2 | -4 | 3 | 10 | -4 | -3 |
| Cc1c(Cl)c(-c2n[nH]c(=S)n2Cc2ccco2)nn1C | -0.8 | 0 | 2 | 0 | -4 | 7 | 2 | -5 | -33 |
| Cc1cccc(N2C(=O)c3ccc(C(=O)Nc4ccccn4)cc3C2=O)c1 | -0.2 | 4 | -10 | 0 | -5 | 4 | 20 | -3 | -3 |
| CC(C)C(NC(=O)CN(c1ccc2c(c1)OCCO2)S(=O)(=O)c1ccccc1)C(C)C | -0.2 | -3 | -12 | 5 | 1 | 0 | -9 | 4 | 0 |
| OCc1c(OCc2cccc(F)c2)ccc2ccccc12 | -0.3 | -3 | 8 | 2 | -7 | 2 | 10 | 0 | 0 |
| CCCN1CNC(=S)N(c2cccc(C)c2C)C1 | -0.6 | -2 | 5 | 4 | -4 | 6 | 2 | -2 | -3 |
| C1CCCCCC(NCCN2CCNCC2)CCCCC1 | 0.2 | -17 | 6 | 0 | -1 | 4 | 11 | -5 | -8 |
| COc1cc(NC(=O)CSc2nncn2C)cc(OC)c1OC | -1.9 | 10 | -6 | 3 | 5 | 12 | 1 | -2 | -12 |

Only CHRM5 antagonist (two entries from above):
SMILES	CHRM5 antagonist
CCN1C(=O)NC(c2ccccc2)(c2ccccc2)C1=O	-9
O=C(CSc1ncn(-c2ccccc2)n1)Nc1nc(-c2ccccc2)cs1	10

The listing continues.
| Structure | CRFBP-R2 agonist | CHRM4 PAM | CHRM4 antagonist | M4 ag | CHRM5 PAM | CHRM1 PAM | CHRM5 antagonist | CHRM5 agonist | CHRM1 antagonist |
| --- | --- | --- | --- | --- | --- | --- | --- | --- | --- |
| CC(=O)Nc1nc(-c2ccccc2)nc(-c2ccccc2OC(C)=O)n1 | 0.3 | 6 | -10 | 5 | -6 | 2 | -4 | 0 | -8 |
| CCn1c(COc2ccc3ccccc3c2C)nnc1SCC(=O)Nc1cccc(C(=O)O)c1 | 2.4 | 25* | -9 | 0 | 8 | 18 | 2 | -1 | -6 |
| C/C(=N/NC(=O)c1ccc(-c2ccccc2)cc1)c1cccc(O)c1 | -0.1 | -1 | 2 | 1 | 3 | 0 | -6 | -4 | -5 |
| C/C(=N\NC(=O)C1CC1c1ccccc1)c1cccc([N+](=O)[O-])c1 (stereo not drawn) | -1.2 | 7 | -3 | -2 | 4 | 5 | -4 | -5 | 3 |
| CCOc1ccc(-c2c(C(=O)N/N=C/c3ccc(OC(C)C)cc3)nnn2-c2nonc2N)cc1 | 3.7 | 5 | -8 | 10 | 11 | 10 | -4 | 20 | 5 |
| CCOCCCNC(=O)N[C@@H](C)C(=O)OC | -1.6 | 13 | -1 | 0 | -2 | -6 | -6 | -2 | 10 |
| Cc1[nH]nc2c1C1(CCN(C(=O)c3ccccc3)CC1)C(C#N)=C(N)O2 | 0.1 | 2 | -1 | 1 | -1 | 5 | 3 | -7 | 2 |
| Cc1nc2c(c(=O)c3ccccc3n2C)c(=O)n1-c1ccc(F)cc1 | -0.8 | -16 | -8 | 2 | -4 | -2 | 1 | 2 | 5 |
| CCN(CC)CCOc1ncnc2c1oc1ccccc12 | 1.6 | 6 | 1 | 0 | -1 | 8 | -2 | -5 | -7 |
| CCC(=O)N1N=C(c2ccccc2)CC1c1ccccc1 (stereo not drawn) | 1.7 | 4 | -6 | -2 | 3 | 2 | 10 | -4 | -3 |
| Cc1nn(Cc2ccc(Cl)cc2)c(C)c1NC(=O)c1ccc([N+](=O)[O-])cc1 | -0.7 | -4 | 3 | 4 | -9 | -1 | 3 | -1 | -3 |
| O=C(Nc1ccc(CN2CCOCC2)cc1)c1ccccc1F | 0.1 | 12 | 16 | 1 | 4 | 11 | -7 | 1 | -9 |
| C=CCNC(=O)CSc1nnc(-c2ccc(S(=O)(=O)N3CCCC3)cc2)n1C | 6.8 | 6 | -7 | 1 | -2 | 10 | 4 | -3 | -12 |
| CN(C)CCC(O)c1ccccc1 (stereo not drawn) | -0.5 | -12 | 0 | 0 | 5 | 4 | 2 | -2 | -6 |
| Cc1nc(SCc2c(F)cccc2Cl)c2c(=O)n(C)c(=O)n(C)c2n1 | -0.1 | 2 | -2 | 0 | 3 | 6 | -1 | 1 | 3 |
| CCCn1c2c(c(O)c(C(=O)NCCCN(CC)CC)c1=O)CCCC2 | 2.0 | -4 | -7 | 1 | 1 | -3 | 0 | -12 | -5 |
| Cc1cc(Cl)c(C)c(S(=O)(=O)Oc2ccccc2NC(=O)CCC(=O)O)c1Cl | 2.0 | 7 | -17 | 1 | 9 | 0 | 1 | 5 | 7 |
| COc1ccccc1NC(=O)c1ccc(NC(=O)Cc2n[nH]c(=O)c3ccccc23)cc1 | -1.2 | 14 | 6 | 3 | -4 | 8 | 11 | -5 | -10 |
| N#CC(C#N)=C1C=C2C=C(N3CCCCCC3)CCC2CC1 (stereo not drawn) | 216* | -23 | 96* | 746* | -21 | -33 | 103* | + | 102* |
| FC(F)(F)c1cccc(NC(=S)NCc2ccccc2)c1 | 7.9 | -11 | 6 | 11 | -21 | -8 | 25 | 2 | 20 |
| COc1cccc(CN2CCNC(=O)C2CC(=O)NCCCn2ccnc2)c1 (stereo not drawn) | 0.1 | 1 | -1 | 0 | 2 | 0 | 2 | 0 | -22 |
| O=C(CCc1nc2ccccc2c(=O)[nH]1)N1CCN(S(=O)(=O)c2ccccc2Br)CC1 | -0.9 | -4 | 4 | 3 | 1 | 2 | 4 | -3 | -10 |
| CCOC(=O)c1c(C)[nH]c(C(=O)OCC(=O)NC2CCS(=O)(=O)C2)c1C (stereo not drawn) | -1.7 | 9 | 8 | 0 | 8 | 5 | -2 | 0 | -1 |
| COc1ccc(OCCOCCOc2ccc(C)cc2[N+](=O)[O-])cc1 | -3.0 | -6 | 7 | 0 | -6 | 1 | 3 | 1 | -1 |
| COc1ccc(-n2nc3c(c2NC(=O)Cc2cccc(C)c2)CS(=O)C3)cc1 (stereo not drawn) | -0.3 | -4 | -3 | 2 | -2 | 5 | 0 | 0 | 1 |
| CCOC(=O)c1c(N2CCCCC2)c2ccccc2[nH]c1=O | -0.8 | 8 | 2 | -1 | 5 | 5 | -2 | 1 | -2 |
| O=C(NCc1cccc(C(F)(F)F)c1)c1cccc(Cl)c1Cl | -1.1 | -12 | 8 | -1 | -3 | -10 | -6 | -8 | 7 |
| Cc1cc(C)nc(SCc2ccc3nonc3c2)n1 | -1.7 | 6 | -2 | 1 | 4 | 4 | 3 | -6 | -15 |
| COCC(C)NC(=O)C1CC(=O)N(c2ccc(C)cc2)C1 (stereo not drawn) | 2.0 | 7 | -9 | 0 | -1 | 5 | -3 | -3 | -5 |
| COc1cccc(CNc2ccc(N3CCC(C)CC3)cc2)c1OC | 1.3 | 2 | 0 | 0 | 1 | 9 | -2 | -2 | -12 |
| O=C(CCN=C1NS(=O)(=O)c2ccccc21)Nc1ccc(F)cc1Cl | 3.7 | 1 | -3 | 1 | -2 | 4 | 8 | -4 | -4 |
| O=[N+]([O-])c1ccc(O)c(C=Nc2ccc3nc(-c4ccccc4)[nH]c3c2)c1 | 5.2 | 1 | 8 | 2 | -2 | -1 | 0 | 1 | 9 |
| CC1Cc2ccccc2N1C(=O)CNc1ccccc1N1CCCCC1 (stereo not drawn) | 0.8 | 2 | 0 | 1 | -1 | 1 | 2 | 0 | -6 |

Assay outcomes as filed in PubChem BioAssay.
